Compound activity deposited in PubChem by Icahn School of Medicine at Mount Sinai.
ROC1-CUL1 inh: inhibitors of human ROC1-CUL1 ubiquitin ligase activity. P62877+Q13616. in vitro K48 di-Ub FRET, acceptor:donor ratio, 45 min. inhibition, % at 10 µM. 140,000 compounds, 0.6% hits. AID 1347404; in the data active = inhibition above about 25%
Target sequence (P62877 whole entry, looked up): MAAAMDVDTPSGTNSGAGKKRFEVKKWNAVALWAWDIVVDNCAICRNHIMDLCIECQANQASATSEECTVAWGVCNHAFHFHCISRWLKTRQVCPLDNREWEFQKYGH
Target sequence (Q13616 whole entry, looked up): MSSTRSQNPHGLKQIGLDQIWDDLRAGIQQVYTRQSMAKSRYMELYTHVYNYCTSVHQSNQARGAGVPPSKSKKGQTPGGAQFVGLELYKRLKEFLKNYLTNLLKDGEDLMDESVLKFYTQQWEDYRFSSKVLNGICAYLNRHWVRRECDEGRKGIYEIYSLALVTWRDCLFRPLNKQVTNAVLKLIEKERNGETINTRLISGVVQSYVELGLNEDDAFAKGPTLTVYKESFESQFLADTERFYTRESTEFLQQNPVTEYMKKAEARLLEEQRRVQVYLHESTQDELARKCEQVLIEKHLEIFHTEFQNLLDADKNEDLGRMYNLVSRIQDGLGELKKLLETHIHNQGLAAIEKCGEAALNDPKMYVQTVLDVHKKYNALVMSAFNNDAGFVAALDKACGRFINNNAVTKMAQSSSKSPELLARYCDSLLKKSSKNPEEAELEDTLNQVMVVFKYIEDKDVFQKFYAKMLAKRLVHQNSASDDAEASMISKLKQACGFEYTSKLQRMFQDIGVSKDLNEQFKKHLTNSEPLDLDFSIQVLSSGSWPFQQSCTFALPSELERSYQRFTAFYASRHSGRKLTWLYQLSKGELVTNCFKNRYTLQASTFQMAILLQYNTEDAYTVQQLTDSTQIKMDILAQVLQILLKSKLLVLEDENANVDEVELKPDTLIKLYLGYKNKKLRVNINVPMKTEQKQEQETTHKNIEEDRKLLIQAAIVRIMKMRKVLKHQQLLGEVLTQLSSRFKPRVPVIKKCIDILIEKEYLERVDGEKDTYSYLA
The depositor's hits bear a star. These rows are one share of the data. The share of hits here may be higher or lower than overall.

SMILES	ROC1-CUL1 inh
Fc1ccc(N2CCN(/C=C/c3nnnn3-c3ccc(Br)cc3)CC2)cc1	5
CCOC(=O)N1CCC(NC2CCN(c3ccc(CC(=O)NCc4ccccc4)cc3)CC2)CC1	-1
COc1ccc(C(=O)n2nc(-c3ccc(Cl)cc3)nc2N)cc1	2
COc1ccc(CN(C)c2ccc(-c3nc(C)no3)cc2[N+](=O)[O-])cc1	1
CC1=NN(c2ccc(Br)cc2C)C(=O)C1C=Nc1ccc(F)cc1F (stereo unspecified)	3
Cc1c(C(=O)N2CC3CCC2C3)cnn1-c1ncc2c(n1)-c1ccccc1CCC2 (stereo unspecified)	4
CC(C)(C)c1ccc(C(=O)NNC(=O)c2ccc(Cl)cc2Cl)cc1	7
Cc1ccc(C)c(Nc2nc3c(S(=O)(=O)c4ccc(C(C)C)cc4)nnn3c3ccsc23)c1	-4
CN(Cc1ccccn1)C(=O)c1coc(COc2ccc(F)cc2)n1	-1
CCOC(=O)c1c(C)[nH]c(CCC(=O)Nc2cc(C)cc(C)c2)c1C	5
CC(=O)c1ccc(N2CCN(C(=O)c3cn(C4CCCCC4)nn3)CC2)cc1	5
COc1ccc(S(=O)(=O)Nc2ccc(F)cc2F)cc1C	-9
CCOc1ccc(-n2c(-c3ccc(Cl)cc3)n[nH]c2=S)cc1	3
O=C1NN=C(c2ccccc2)C1c1ccccc1 (stereo unspecified)	0
c1ccc2c(c1)oc1c(N3CCN(C4CCCCC4)CC3)ncnc12	10
Cc1ccc(S(=O)(=O)CC(=O)c2ccc3ccccc3c2)cc1	-5
CC(C)(C)CN1CC(NC(=O)NCc2ccco2)CC1=O (stereo unspecified)	-11
Cc1cc(/C=C2/C(=N)N3N=C(c4cccs4)SC3=NC2=O)c(C)n1-c1cccc(C(F)(F)F)c1	3
N#Cc1ccccc1CN1C(=O)S/C(=C/c2ccc(OCC(=O)O)c(Br)c2)C1=O	-11
Cc1c(Br)csc1C(=O)c1cccs1	4
O=C(c1ccncc1)N1N=C(C(F)(F)F)CC1(O)C(F)(F)F (stereo unspecified)	7
O=C1CC(NNc2nc3ccccc3s2)C(=O)N1c1ccc(Cl)cc1Cl (stereo unspecified)	2
CCOc1ccc(C(=O)c2cnc3cc(Cl)ccc3c2-c2ccccc2)cc1	1
Cc1cc(Cl)nc(Cl)c1C(=O)Nc1ccccc1F	-4
CN(Cc1cccnc1)Cc1cccc(-c2nc(C3CCOC3)cc(=O)[nH]2)c1 (stereo unspecified)	-9

Filtered by structure, the entries above with a CF3 group (two)
SMILES	ROC1-CUL1 inh
Cc1cc(/C=C2/C(=N)N3N=C(c4cccs4)SC3=NC2=O)c(C)n1-c1cccc(C(F)(F)F)c1	3
O=C(c1ccncc1)N1N=C(C(F)(F)F)CC1(O)C(F)(F)F (stereo unspecified)	7

An excerpt of these results, comma-delimited.
structure,ROC1-CUL1 inh
Cc1ccc(C)c(Nc2nc3c(S(=O)(=O)c4ccc(C(C)C)cc4)nnn3c3ccsc23)c1,-4
Fc1ccc(N2CCN(/C=C/c3nnnn3-c3ccc(Br)cc3)CC2)cc1,5
CN(Cc1ccccn1)C(=O)c1coc(COc2ccc(F)cc2)n1,-1

Two entries from above, in markdown.
| mol | ROC1-CUL1 inh |
| --- | --- |
| CCOC(=O)c1c(C)[nH]c(CCC(=O)Nc2cc(C)cc(C)c2)c1C | 5 |
| Cc1cc(/C=C2/C(=N)N3N=C(c4cccs4)SC3=NC2=O)c(C)n1-c1cccc(C(F)(F)F)c1 | 3 |

(more compounds)
SMILES	ROC1-CUL1 inh
O=S(=O)(NCc1ccco1)c1ccc(Cl)nc1	3
Cc1ccc2sc(N(Cc3cccnc3)C(=O)CCOc3ccccc3)nc2c1C	-2
COc1ccc(C(=O)N(Cc2sccc2C)C2CCS(=O)(=O)C2)cc1 (stereo unspecified)	1
CCOc1ccccc1/C=C1\SC(=O)N(Cc2ccccc2Cl)C1=O	-5
CCOC(=O)C1CCCN(CC(=O)Nc2cc(C)c3c(=O)oc4ccccc4c3n2)C1 (stereo unspecified)	0
CSc1cccc(CNC(=O)CCc2nnc(-c3ccc4c(c3)OCO4)o2)c1	-3
C=CCCC(=O)NC1CCCN(CCc2ccccc2)C1 (stereo unspecified)	4
O=C(Nc1nncs1)c1cccc(Cl)c1	-6
O=C(/C=C/c1ccc(F)cc1)n1cccn1	1
CCc1ccc(C2CC(=O)N=C3C2C(=O)N=C2C(C)=CC=CN23)cc1 (stereo unspecified)	0
COc1ccc(Cl)cc1NC(=O)CSc1nc(-c2ccccc2)c2ccccc2n1	1
CCC(C)NC(=O)c1ccc2nc(Cc3ccc(OC)cc3)oc2c1 (stereo unspecified)	-3
O=C(O)/C=C/c1cccc(Oc2ccccc2)c1	-7
O=C(CCCc1ccccc1)NCCC1=CCCCC1	-6
CCc1nc(C(C)(C)C)cc(C(=O)O)c1C(=O)O	6
CC1C(=NC(=O)c2cnn3c2NC(c2ccc(Br)cc2)CC3C(F)(F)F)C(=O)N(c2ccccc2)N1C (stereo unspecified)	-3
FC(F)(F)c1ccc(-c2n[nH]c3c2CN(Cc2cccnc2)CC3)cc1	-4
CCc1ccc(C2CC(=O)Oc3c2c(=O)n(C)c2ccccc32)cc1 (stereo unspecified)	5
CCCCC1CCC(C(=O)N2CC(=O)Nc3ccc(Br)cc3C2c2ccc(F)cc2)CC1 (stereo unspecified)	2
Cc1ccc(NC(=O)NCCc2c(C)nn(C)c2C)cc1Cl	5
Cc1ccc(OCc2ccc(-c3nc(C#N)c(NCc4cccnc4)o3)o2)cc1	7
Cc1ccc(Cl)c(-n2nnc(C(=O)Nc3ccccc3)c2C)c1	-4
CC(CNC(=S)NC(=O)c1ccccc1)(c1ccccc1)c1ccccc1	13
COc1ccc(OCc2nnc(NC(=O)c3ccc(Br)cc3)s2)cc1	7
COc1ccc(Cc2nnc(NC(=O)Nc3ccccc3)s2)cc1	3

Rewritten as a markdown table: part of the list above
| compound | ROC1-CUL1 inh |
| --- | --- |
| Cc1ccc(NC(=O)NCCc2c(C)nn(C)c2C)cc1Cl | 5 |
| Cc1ccc(OCc2ccc(-c3nc(C#N)c(NCc4cccnc4)o3)o2)cc1 | 7 |
| Cc1ccc(Cl)c(-n2nnc(C(=O)Nc3ccccc3)c2C)c1 | -4 |
| CC(CNC(=S)NC(=O)c1ccccc1)(c1ccccc1)c1ccccc1 | 13 |

Carrying on:
SMILES	ROC1-CUL1 inh
Cc1ccc(-n2nc(C(=O)N3CCN(C)CC3)nc2-c2ccccc2)cc1	-2
CC12CC=CCC1C(=O)N(CCO)C2=O (stereo unspecified)	2
O=[N+]([O-])c1ccc2c(c1)OC1(CCCCC1)O2	-7
COc1ccc(/C=C2/SC(=Nc3ccc(C)cc3)NC2=O)cc1OC	4
Cc1c2cnn(-c3ccccc3)c(=O)c2c(C)n1CCCC(=O)Nc1cc(F)ccc1F	-12
O=S1(=O)C2C=CCC1C(O)CC2 (stereo unspecified)	4
COC(=O)c1ccc(N2C(=O)C3CC=CCC3C2=O)cc1 (stereo unspecified)	-4
CCOC(=O)c1cnn(-c2nc(OC)cc(OC)n2)c1C(F)(F)F	-11
Cc1c(C(=O)N2CCN(C(=O)c3ccco3)CC2)sc2ncnc(NCCc3ccccc3)c12	-2
CCOC(=O)c1cccc(Nc2nc(C(=O)OCC)nc3ccccc23)c1	9
CC(=O)c1c(C)cc(C)n(-c2ccccc2)c1=S	-12
CCc1ccc(S(=O)(=O)c2nnn3c2nc(Nc2cccc(C)c2C)c2sccc23)cc1	2
FC(F)(F)c1ccccc1CNCc1ccccn1	0
CC1(C)C(C=C(Cl)Cl)C1C(=O)Oc1ccccc1 (stereo unspecified)	6
CCc1c(C)sc2c1CCN(C(=O)Nc1ccccc1Cl)C2c1ccc(OC)cc1 (stereo unspecified)	0
Cc1c(Cl)cccc1-n1c(C)cc(/C=C2\SC(=O)N(Cc3ccc(F)cc3)C2=O)c1C	-5
O=C(NCc1cccnc1)C1CCN(C2CCN(C(=O)c3cccc(F)c3)CC2)CC1	3
COc1cc(OC)c(NC(=O)c2cc(C)nc3c2c(C)nn3-c2ccc(C)cc2)cc1Cl	11
Cc1ncc(CO)c2c1Oc1nc(-c3ccccc3Cl)nc(SCc3ccccc3F)c1C2	-5
CSc1cccc(NC(=O)C2CCN(S(=O)(=O)c3ccc4[nH]c(=O)ccc4c3)CC2)c1	-3
CSc1nc2c(c(-n3nc(SC)c(C#N)c3N)n1)CCCC2	2
COc1cc(C(=O)NC(=S)Nc2cc(-c3nc4ccccc4s3)ccc2C)cc(OC)c1OC	-3
COc1cccc(C2CC(=O)N=C3C2C(=O)Nc2nc4ccccc4n23)c1 (stereo unspecified)	-10
CC(=O)N1CCN(c2csc3ccc(F)cc3c2=O)CC1	-1
CCCCn1c(NCc2ccc(N(C)C)cc2)nc2ccccc21	-2
SMILES	ROC1-CUL1 inh
COc1ccc(CCNC(=O)c2cc(Nc3ccccc3)nc3ccccc23)cc1OC	-2
CCN1CC(CN(C)Cc2cn[nH]c2-c2ccc(C)c(C)c2)CC1=O (stereo unspecified)	4
COc1ccc(/C=C/c2nc(-c3ccc(C)cc3)no2)cc1	-3
COc1cc(OC)nc(Oc2ccccc2COC(=O)c2cccc3ccccc23)n1	1
Cc1ccc(Nc2ccnc(Nc3ccc(C)c(C)c3)n2)cc1C	6
CC1=C(C(=O)Nc2ccccc2)C(c2cccs2)n2c(s/c(=C/c3ccc(OCC(=O)O)c(Br)c3)c2=O)=N1 (stereo unspecified)	18
COc1ccc(CNC(=O)c2cn(C3CCCC3)cc(C(=O)NC(C)C)c2=O)cc1	-1
CC1(C)CC(=O)C2=C(C1)N(c1ccccc1)C(=N)C(C(=O)c1ccccc1)C2c1ccc(Cl)cc1 (stereo unspecified)	-6
CC1=NC(=S)NC(c2cccc(Cl)c2)C1C(=O)Nc1ccc(Br)cc1 (stereo unspecified)	14
O=C(Nc1ncc(Br)s1)C12CC3CC(C1)CC(n1cnc([N+](=O)[O-])n1)(C3)C2	-2
COc1cc(-c2cc(OC)c3c(C)oc(C)c3c(=O)c2)ccc1OC(=O)c1ccccc1Cl	-1
Clc1ccc(-c2csc(Nc3ccccc3Cl)n2)cc1	-5
Cc1cccc(-c2cnc(C)nc2C2CCCN(C(=O)c3cc4cc(C)ccc4[nH]3)C2)c1 (stereo unspecified)	-11
COc1ccc(NC(=O)C(NC(=O)Cc2cccs2)c2ccc(OC)cc2)cc1 (stereo unspecified)	-14
Cc1nc2ccn(Cc3ccco3)c(=O)c2cc1C(=O)N1CCN(c2ccccc2)CC1	1
O=S(=O)(c1ccc(-c2cn3ccccc3n2)cc1)N1CCOCC1	1
O=C(O)c1cccc(-n2cccc2CC2=NC(=O)N(c3cccc(Cl)c3)C2=O)c1	3
COC(=O)C1C(=O)c2cc(C)ccc2N=C1SCC(=O)Nc1cc(F)ccc1F (stereo unspecified)	-8
C=CCN=C(SCc1ccc(Cl)c(Cl)c1)C1C(=O)N(C)C(=O)N(C)C1=O	-6
O=C(Nc1cccc(-c2cscn2)c1)C1CCN(Cc2ccoc2)CC1	13
CCC(=O)N1c2ccccc2CC1C(=O)NCc1ccccc1C (stereo unspecified)	-5
O=S(=O)(NCc1ccc2c(c1)OCO2)c1cccs1	-1
COc1ccc(NS(=O)(=O)c2ccc(NS(=O)(=O)c3ccc4c(c3)OCCO4)cc2)cc1	-7
O=C1C2CCCN2C(=O)CN1CCCCN1CCN(c2cccc(C(F)(F)F)c2)CC1 (stereo unspecified)	1
COc1ccc(N2CCN(C(=O)Cc3coc4ccc(C)cc34)CC2)cc1	2
SMILES	ROC1-CUL1 inh
CCn1nc(C)c(CNc2nc3nonc3nc2N(C)C)c1C	2
CC1=NCCn2c1cc1ccccc12	14
CSCCNc1nc2nonc2nc1NCc1cccs1	7
Cc1cc(N2CCCC(C)C2)c2nncn2n1 (stereo unspecified)	-4
CC(C)S(=O)(=O)c1ncc(CN2CCC(C(N)=O)CC2)n1CCc1ccccc1	0
COc1ccc(CNC(=O)CN2C(=O)CSc3ccc(S(=O)(=O)N(C)C)cc32)cc1	-8
CC(C)Sc1nnc(-c2ccncc2)n1/N=C/c1cn(-c2ccccc2)nc1-c1ccc([N+](=O)[O-])cc1	-5
COCc1cc(C)nc(N/N=C\c2ccccc2OCc2ccc(F)cc2)c1C#N	-1
Cc1ccc(NC(=S)NCc2ccc3c(c2)OCO3)cc1	2
O=C(CSCc1c(Cl)cccc1Cl)Nc1ccccc1C(=O)N1CCOCC1	1
NC(=O)c1c(SCC(=O)c2ccccc2)sc(C(=O)c2ccccc2)c1N	31*
CCCCOC(=O)c1cc(=O)[nH]c2ccccc12	8
CS(=O)(=O)N1CCN(c2ccc(NC(=O)CSc3ccccn3)cc2)CC1	5
Cc1cccc(OCCCCCCN2CCNCC2)c1C	7
O=C(Nc1ccc(-c2cccc(F)c2)cc1)C1CCCN1Cc1cccnc1 (stereo unspecified)	-1
COc1ccc(CNC(=O)CSc2nc(-c3ccc(OC)cc3)cc(C(F)(F)F)n2)cc1	-6
CCn1c2c(c(=O)n3ncc(C(=O)Nc4cccc(Cl)c4C)c13)CN(Cc1ccc(OC)cc1)CC2	7
FC(F)(F)c1cccc(-c2nnc3ccc(C(F)(F)F)cn23)c1	3
Oc1c(Cl)cccc1C=Nc1ccc(N2CCOCC2)cc1	-25
Cc1nc(NC(=O)/C=C/c2ccc(F)cc2)sc1C(=O)N(C)C	-13
Cc1ccc(C=Nc2ccc(NC(=O)CCC(=O)O)cc2)cc1	-11
O=C(/C=C/c1cnc[nH]1)N1CCC2(CCCN(CCc3ccccc3)C2)C1 (stereo unspecified)	5
CCOc1ccc(CN2CCNC(=O)C2CC(=O)NCc2cc(OC)cc(OC)c2)cc1 (stereo unspecified)	10
COc1ccc(OC2CCN(C3CCCC3)CC2)c(C(=O)NCc2ccco2)c1	10
O=[N+]([O-])c1ccc2nc(C(F)(F)F)[nH]c2c1	4
O=C(c1cn(CCN2CCOCC2)nn1)N1CCN(C/C=C/c2ccccc2)CC1	3
COc1nc2ccccc2cc1CNCc1cccnc1N1CCN(C(C)=O)CC1	-7
CCN(CC)CC(C)OC(=O)c1ccccc1Br (stereo unspecified)	-5
O=C(Nc1cc(-c2nc3ccccc3o2)ccc1Cl)c1ccc(N2CCCCC2)c([N+](=O)[O-])c1	0
